High-throughput results: PubChem, National Center for Advancing Translational Sciences (NCATS)
D1 PAM = Potentiators of Human D1 Dopamine Receptor: qHTS; D(1A) dopamine receptor (Homo sapiens), P21728; HEK293 TREx D1 cells, calcium flux, dopamine EC20 potentiation; potentiation, % at 10 µM; 360,000 compounds, 0.036% hits; AID 504651, 2011; in the data active = potentiation above about 30%; also: 0% is about no effect
Target sequence (P21728 whole entry, looked up): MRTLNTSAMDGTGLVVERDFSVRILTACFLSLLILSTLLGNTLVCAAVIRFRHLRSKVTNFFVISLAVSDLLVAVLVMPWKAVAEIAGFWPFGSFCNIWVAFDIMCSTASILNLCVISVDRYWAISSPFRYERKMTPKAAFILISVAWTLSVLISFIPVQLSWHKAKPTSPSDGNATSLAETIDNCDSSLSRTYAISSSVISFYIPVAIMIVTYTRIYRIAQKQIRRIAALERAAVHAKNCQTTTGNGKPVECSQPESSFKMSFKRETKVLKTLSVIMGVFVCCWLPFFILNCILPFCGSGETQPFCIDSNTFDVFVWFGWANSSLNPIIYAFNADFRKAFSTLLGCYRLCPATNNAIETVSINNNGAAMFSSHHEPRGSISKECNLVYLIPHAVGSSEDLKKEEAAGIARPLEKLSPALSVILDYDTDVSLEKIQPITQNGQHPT
D2 PAM = HTS Assay for Positive Allosteric Modulators of the Human D2 Dopamine Receptor: Primary Screen for Potentiators | AID 485347, 2010 | potentiation, % at 10 µM | HEK293 T-REx D2, calcium flux, EC20 dopamine potentiation | 340,000 compounds, 0.34% hits | D(2) dopamine receptor (Homo sapiens), P14416;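 active = potentiation over 3 SD above the plate norm, cut at about 30% in these data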; also: 0% is about no effect
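Potentiation of an EC20 dopamine calcium response measured kinetically over 180 s, after a preceding 180 s compound-only read flagging agonists. Cells: inducible Hek293 Trex D2 line, 4000/well, cultured overnight at 30 C before dye loading.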
LDHA inh = qHTS assay for inhibitors of human lactate dehydrogenase; L-lactate dehydrogenase A chain (Homo sapiens), P00338; 480,000 compounds, 0.15% hits; purified LDHA, NADH/diaphorase-resazurin fluorescence; active compounds read low; activity change, % (values are at about 110 or 230 µM); in the data active = activity change below about -30%; inconclusive = mostly about -25% to -30%;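 also: plate controls were DMSO wells for no effect and wells without enzyme for full effect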
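Human LDH5 (2 nM) was incubated with 0.06 mM NADH and 0.2 mM pyruvate for 5 min at room temperature in Tris pH 7.4. Remaining NADH was coupled through diaphorase/resazurin, and resorufin fluorescence was read at 0 and 20 min.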
RXFP1 agonist = qHTS Assay for Agonists of the Relaxin Receptor RXFP1; Relaxin receptor 1 (Homo sapiens), Q9HBX9; HEK293T-RXFP1 cAMP TR-FRET, 30 min; response scale: percent of porcine relaxin response, buffer zero; Potency, µM (titrated, usually from 57.5 µM), inactives show at the highest dose activation, most hits filed as activators; 370,000 compounds, 0.3% hits; also: potency is read from the fitted curve at half-maximal effect; % is scaled to controls: 0 for no effect and ±100 for the full control effect; nearly all actives have a fitted effect of over 60% in size; many of its hits are not listed in these tables
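cAMP rise read by TR-FRET after 30 min, 37C compound exposure (up to 58 uM) in RXFP1-transfected HEK293 cells with Ro 20174 present. EC50 from Hill-equation fits, with 29 nM porcine relaxin as 100% and buffer as basal.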
Vif-A3F inh = qHTS for Inhibitors of Vif-A3F Interactions: qHTS. HeLa A3F-eYFP + Vif (tagged APOBEC3F with the HIV-1 protein that degrades it), YFP fluorescence increase. Potency, µM (series often up to 46.1 µM), inactives show top-dose activity, negative = active. 390,000 compounds, 0.2% hits; also: potency is read from the fitted curve at half-maximal effect; % of control where 0% means no effect; nearly all actives have a fitted effect of over 65% in size
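HeLa cells stably expressing Vif plus C-terminally eYFP-tagged A3F were seeded, incubated overnight at 37 deg C, dosed with compound, incubated overnight again at 37 deg C. Yellow fluorescence (Ex 488/Em 500-530) reported blocked Vif-mediated A3F-eYFP degradation.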
Glioma ERSR ind = qHTS for Inducers of the Endoplasmic Reticulum Stress Response (ERSR) in Human Glioma: qHTS | Potency, µM, without a hit: top-dose activation, most hits filed as activators | 420,000 compounds, 0.02% hits | U87-MG GRP78 promoter luciferase reporter, 16 h; also: potency is read from the fitted curve at half-maximal effect; series mostly up to about 76 µM; % of control where 0% means no effect; nearly all actives have a fitted effect of over 35% in size
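Stably transfected U87-MG glioma cells carrying a GRP78-based luciferase sensor; 16 h compound incubation. Luminescence end-point read 10 min after Bright-Glo addition at room temperature.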
D1 antagonist = Antagonist of Human D 1 Dopamine Receptor: qHTS; D(1A) dopamine receptor (Homo sapiens), P21728; HEK293 TREx D1 cells, calcium flux, dopamine EC80; active compounds read low; activity change, negative = inhibition, % at 10 µM; 360,000 compounds, 3.2% hits; in the data active = activity change below about -30%; also: % is scaled to controls: 0 for no effect and ±100 for the full control effect
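Cells carrying a force-coupled, tetracycline-inducible human D1 receptor report calcium flux. Each well gets a 10 s baseline, compound with 180 s monitoring, then an EC80 dopamine stimulus with a second 180 s kinetic read.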
D1 agonist = Allosteric Agonists of the Human D1 Dopamine Receptor: qHTS. 360,000 compounds, 1% hits. activation, % at 2 µM. HEK293 T-REx D1 cells, calcium flux, agonist mode; in the data active = activation above about 30%; also: 0% is about no effect
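Agonism was scored from calcium flux recorded over 180 s (1 read/s) after pintool compound addition, following a 10-cycle baseline. Cells were inducible force-coupled HEK293 TREx D1, plated overnight at 30 C and loaded with no-wash calcium dye.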
Vif-APOBEC3G blk = qHTS for Inhibitors of Vif-A3G Interactions: qHTS | DNA dC->dU-editing enzyme APOBEC-3G (Homo sapiens), Q9HC16 | HeLa A3G-eYFP + Vif (tagged APOBEC3G with the HIV-1 protein that degrades it), YFP fluorescence, overnight | Potency, µM (top dose mostly 46.1 µM), for inactives: top-dose activity, negative = active, actives largely listed as inhibitors | 410,000 compounds, 0.076% hits;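 also: potency is read from the fitted curve at half-maximal effect; % is scaled to controls: 0 for no effect and ±100 for the full control effect; nearly all actives have a fitted effect of over 60% in size; hits raise eYFP signal because A3G escapes Vif-driven loss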
Target sequence (Q9HC16 whole entry, looked up): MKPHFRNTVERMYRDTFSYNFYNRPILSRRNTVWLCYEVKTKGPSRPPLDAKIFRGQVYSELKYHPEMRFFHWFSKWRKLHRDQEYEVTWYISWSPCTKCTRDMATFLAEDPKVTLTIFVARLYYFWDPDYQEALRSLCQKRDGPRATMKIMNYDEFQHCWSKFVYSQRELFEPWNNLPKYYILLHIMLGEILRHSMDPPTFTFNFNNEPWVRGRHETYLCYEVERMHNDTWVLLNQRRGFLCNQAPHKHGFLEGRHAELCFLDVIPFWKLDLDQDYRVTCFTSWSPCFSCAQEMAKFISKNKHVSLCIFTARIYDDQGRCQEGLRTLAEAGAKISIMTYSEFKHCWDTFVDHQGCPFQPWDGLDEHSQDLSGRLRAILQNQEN
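Read-out is eYFP fluorescence (Ex 488/Em 500-530) from Vif-expressing HeLa A3G-eYFP cells; more signal means A3G escaped Vif-mediated degradation. Cells plated overnight, compound pinned in, incubated overnight at 37 deg C.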
An asterisk follows results filed as active; ? = inconclusive; / = not tested or not shown; & = joins results of further samples. Unless noted, calls follow the shape of the dose curve; as a rule, active = well fitted curve in the direction sought with a large enough effect; inconclusive = small, poorly fitted or top-dose-only effect, or another doubt; inactive = no such curve, though single readings can be large; an effect the other way counts as inactive or inconclusive. Not all compounds are listed; the hit share may differ from the screen's.

SMILES	D1 PAM	D2 PAM	LDHA inh	RXFP1 agonist	Vif-A3F inh	Glioma ERSR ind	D1 antagonist	D1 agonist	Vif-APOBEC3G blk
Cc1cc(C(=O)N2CCN(S(C)(=O)=O)CC2)cs1	-10	-8	-9	0.3%	0%	-4%	-10	24	2%
COC(=O)c1ccc(OCC(=O)NC(C)(C)C)cc1	-3	12	-1	0.4%	8%	1%	-13	5	-1%
CCN1CCN(C(c2cccc(OC)c2)c2c(O)cc(C)n(Cc3ccco3)c2=O)CC1 (centres undefined)	-5	1	0	7.2%	0%	-2%	-2	1	4%
Cc1nn(-c2ccccc2)c(C)c1NC(=O)COC(=O)Cc1ccccc1F	-8	6	0	-0.2%	2%	-4%	-22	1	-1%
Cn1c(=O)c2c(nc(CN3CCN(c4ccccc4)CC3)n2Cc2ccccc2F)n(C)c1=O	2	-18	/	2.2%	/	/	0	0	/
Cc1cccc(NCc2ccc(O)c3ncccc23)c1	0	-7	14	0.6%	?	-4%	11	2	5%
Cc1cc2oc(C(=O)NCCc3ccc(S(N)(=O)=O)cc3)cc(=O)c2cc1C	-4&-4	4&-8	-4&1	3.9%&2.7%	7%&1%	-1%&-3%	-6&-9	0&0	-4%&-8%
CCOc1ccc(C(=O)N2CCCN(C(=O)c3ccc(OCC)cc3)CC2)cc1	-1	-2	-2	-0.1%	-9%	-2%	-11	1	1%
CCOc1ccc(S(=O)(=O)Nc2cc(C)ccn2)c2ccccc12	-2	-1	-7	1.5%	-17%	-4%	8	5	4%
CC(C)(C)OC(=O)N1CCC[C@H]1c1nnc(SCc2cccc(Cl)c2)o1	-9	-2	5	2.1%	-4%	-3%	-2	1	-2%
CC(=O)c1cccc(OCc2cc(C(=O)N(C)Cc3nccs3)no2)c1	/	/	-5	/	0%	4%	/	/	0%
Cc1c(OCC(=O)N2CCC(C(=O)O)CC2)ccc2c3c(c(=O)oc12)CCC3	-4	11	-4	8.6%	5%	-1%	-4	5	5%
CCS(=O)c1ccccc1C(=O)OCC(=O)N1CCC(c2ccccc2)=N1 (centres undefined)	/	/	0	/	9%	1%	/	/	-6%
Cc1ccc([N+](=O)[O-])c(NC2OC(CO)C(O)C2O)c1 (centres undefined)	0	0	-11	0.3%	1%	-4%	12	3	2%
CC(C)[C@@H](N)C(=O)N/N=C/c1ccc2ncccc2c1	-10	/	-2	0.7%	8%	1%	-16	2	1%
Cc1cc(Nc2ccc(C(C)C)cc2)n2ncnc2n1	-1	/	0	2.4%	-1%	-4%	-19	0	-8%
O=C(Nc1ccc(S(=O)(=O)NCc2ccco2)cc1)C1CCCCC1	-6	17	-1	1.2%	-1%	-1%	-8	4	-1%
COc1cc2c(cc1OC)C(C)N(C(=O)c1sccc1C)CC2 (centres undefined)	-3	/	1	-0.2%	-12%	-3%	-11	1	-15%
O=C(O)c1ccc(S(=O)(=O)N2CCOCC2)o1	2	0	-11	-0.1%	3%	-3%	8	-1	0%
O=C(NN1C(=O)c2ccccc2NC1c1ccoc1)c1ccccc1 (centres undefined)	-2	/	0	-2.1%	-4%	1%	3	1	1%
Cc1ccc(-c2nnn(CC(=O)N(CCO)C(C(=O)NC3CCCCC3)c3ccncc3)n2)o1 (centres undefined)	-4	-4	-7	2.5%	3%	-1%	8	0	2%
CCC(C)n1c(=S)[nH]c2c(sc3ccc([N+](=O)[O-])cc32)c1=O (centres undefined)	-10	1	-1	1.2%	4%	-7%	-12	19	1%
COc1cccc(NC(=O)Nc2ccc3nsnc3c2)c1	-10	-7	-5	0.3%	9%	8%	-7	11	0%
O=C(Nc1ccc(OC(F)(F)F)cc1)c1cnc2n(c1=O)CCS2	-7	6	-4	2.0%	4%	3%	-9	11	5%
CN(Cc1cc(Cl)cc(Cl)c1)CC(C(=O)c1ccccc1)c1ccccc1 (centres undefined)	/	/	-3	/	5%	-6%	/	/	-17%
CCn1nc(C)c(/C=N/NC(=O)Cn2nc(C)cc2C)c1C	0	1	-9	-0.9%	6%	1%	1	3	-3%
C/C(=C\c1cccs1)C(=O)c1c(C)cc(C)[nH]c1=O	-3	-1	-3	1.0%	2%	-5%	32	0	3%
CCC1(c2ccc(F)cc2)NC(=O)N(CC(=O)Nc2cc(C)on2)C1=O (centres undefined)	10	20	-3	0.5%	-10%	-2%	5	2	5%
O=C(Nc1cccc(Cl)c1)c1ccccc1	-5	-8	-7	2.3%	2%	8%	1	0	2%
Cc1ccc(NC(CC(=O)c2ccccc2)C(=O)O)cc1Cl (centres undefined)	3	4	4&-1	0.3%	-4%	-1%	-10	5	0%
CN(c1ccccc1)C(CNS(=O)(=O)c1ccccc1)c1ccccc1 (centres undefined)	-2	17	-2	2.8%	/	/	7	3	/
NS(=O)(=O)c1ccc(CCNC(=O)C(c2ccccc2)c2ccccc2)cc1	/	0	-5	0.6%	2%	-2%	0	7	5%
Cc1ccc(/C=N/n2c(-c3ccc(Cl)cc3)n[nH]c2=S)s1	-1	-2	-4	-1.7%	-1%	-1%	11	-4	-9%
Cc1ccc(NC(=O)Cn2c(O)c(N=NC(=O)c3cc([N+](=O)[O-])ccc3O)c3ccccc32)cc1	-7	-5	/	4.4%	/	/	-40*	-1	/
CCN1Cc2c(/C=C/c3ccccc3)nc3ccc(OC)cc3c2N(c2cccc(Cl)c2)C1	-13	-5	1	5.8%	?	?	-63*	6	?
CCOc1cccc2sc(N(Cc3cccnc3)C(=O)c3ccc(C#N)cc3)nc12	-2	/	2	5.1%	0%	0%	/	0	-3%
O=C(N/N=C/c1ccco1)c1cccc(NC(=O)c2ccccc2Cl)c1	-8	-5	-4	1.4%	2%	1%	9	3	0%
Cc1cc([N+](=O)[O-])c(N2CCC[C@@H]2C(=O)O)c([N+](=O)[O-])c1	-7	0	3	1.1%	4%	-4%	-6	2	2%
O=C(c1cc2ccccc2o1)N1CCCC1	-3	/	-13	1.7%	0%	-4%	-1	-1	-1%
COc1cc(O)ccc1C1CC(=O)Nc2c1c(=O)nc(SCc1ccccc1C)n2C (centres undefined)	2	6	-1	1.1%	-4%	0%	-1	-2	-7%
CCc1cc2cccc(C)c2nc1SCC(=O)Nc1cc(C)on1	-4	-1	0	?	-24%	-2%	0	7	-5%
CCOc1ccc(N(CC(=O)NCc2ccco2)S(C)(=O)=O)cc1	-3	/	-7	3.0%	3%	2%	7	2	3%
Cc1ccc(Cl)cc1NC(=O)COC(=O)c1ccc(N2CCCC2)c([N+](=O)[O-])c1	-6	-9	/	2.2%	/	/	-10	1	/
CCn1c2ccccc2c2nnc(SCC(=O)NCCOC)nc21	-6	1	-4	9.8%	1%	2%	1	1	-2%
FC(F)(F)c1cc(-c2cccs2)nc(N2CCOCC2)n1	2	13	3	2.1%	-7%	?	30	4	-3%
CCOC(=O)C1CCN(CC(=O)Nc2c(C(=O)OC)[nH]c3ccc(Cl)cc23)CC1	2	/	-6	2.0%	-1%	-10%	-25	1	9%
COc1ccc(NC(=O)CCC(=O)c2ccc(Cl)cc2)cn1	-2	-9	1	-3.9%	1%	-3%	-16	-1	-18%
CC[C@]12c3[nH]c4ccc(OC)cc4c3CCN1C(=O)C(CC(=O)NC/C=C(\C)CCC=C(C)C)C[C@@H]2C(=O)N1CCN(C(=O)C2CC2)CC1 (some centres undefined)	/	/	1	/	4%	-2%	/	/	-6%
CCOC(=O)c1ccc(N2C(=O)c3n[nH]c(-c4cccs4)c3C2c2ccc(OCC)cc2)cc1 (centres undefined)	-2	-5	1	-0.3%	-15%	13%	16	6	-1%
COc1ccc(NC(=O)CN(C)C(=O)/C=C/c2ccc(S(=O)(=O)N3CCCCCC3)cc2)cc1	-4	-4	-10	2.7%	-2%	-5%	-10	-2	-9%
COc1ccc(C)c(-n2c(N)cc(=O)n(Cc3ccccc3)c2=O)c1	1	6	-18	5.2%	5%	-5%	1	0	-1%
Cc1cccc2sc(N(Cc3cccnc3)C(=O)Cc3ccccc3)nc12	0	0	2	3.7%	-2%	-2%	/	10	7%
O=C(Nc1nnc(-c2cccs2)s1)c1cccc(F)c1	-4	3	-12	-1.0%	?	8%	0	5	-1%
N#C/C(=C\c1ccc(N2CCOCC2)c([N+](=O)[O-])c1)c1nc2ccccc2[nH]1	-7	/	-11	-0.3%	9%	3%	-26	1	0%
O=C(CN1CCC(n2nnc3cc(F)ccc32)CC1)N1CCc2ccccc2C1	-5	-22	-2	0.3%	-8%	-6%	-13	4	1%
CCn1c(NC(=O)C(C)C)c(-c2ccccc2)c(=O)c2ccccc21	2	4	0&-9	1.2%	-21%	0%	3	1	-3%

Reformatted: results already given.
O=C(CN1CCC(n2nnc3cc(F)ccc32)CC1)N1CCc2ccccc2C1
  D1 PAM: -5	D2 PAM: -22	LDHA inh: -2	RXFP1 agonist: 0.3%	Vif-A3F inh: -8%	Glioma ERSR ind: -6%	D1 antagonist: -13	D1 agonist: 4	Vif-APOBEC3G blk: 1%
Cc1cccc2sc(N(Cc3cccnc3)C(=O)Cc3ccccc3)nc12
  D1 PAM: 0	D2 PAM: 0	LDHA inh: 2	RXFP1 agonist: 3.7%	Vif-A3F inh: -2%	Glioma ERSR ind: -2%	D1 antagonist: /	D1 agonist: 10	Vif-APOBEC3G blk: 7%
O=C(Nc1nnc(-c2cccs2)s1)c1cccc(F)c1
  D1 PAM: -4	D2 PAM: 3	LDHA inh: -12	RXFP1 agonist: -1.0%	Vif-A3F inh: ?	Glioma ERSR ind: 8%	D1 antagonist: 0	D1 agonist: 5	Vif-APOBEC3G blk: -1%
